CHRM5 PAM – potentiates acetylcholine response at human M5 receptor | activation, % at 3 µM | P08912 | CHO-K1 hM5, Fluo-8 calcium, ACh EC20 PAM; 0% = ACh EC20, 100% = ACh EC100 | 360,000 tested, 0.3% active;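 active means activation above the run cutoff, the mean activation of all test compounds plus 3 SD, cut at about 18% in these data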
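System – CHO-K1 hM5 cells · Compound – 3 µM, single dose · Incubation – compound preincubation 140 s before EC20 acetylcholine addition · Technique – Fluo-8 calcium fluorescence · Measure – Max/basal fluorescence ratio as % of EC20–EC100 ACh window · Benchmarks – low control EC20 acetylcholine (0%), high control EC100 acetylcholine (100%) · Replication – singlicate, one well per test compound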
M1 PAM – potentiates human M1 receptor response to acetylcholine; activation, % at 3 µM; CHO-K1 hM1, Fluo-8 calcium fluorescence, ACh EC20; 0% = ACh EC20, 100% = maximal ACh; AID 588819; 360,000 tested, 0.088% active; P11229; in the data active means activation above about 19%, passing the limit was not always enough
Target sequence (P11229 whole entry, looked up): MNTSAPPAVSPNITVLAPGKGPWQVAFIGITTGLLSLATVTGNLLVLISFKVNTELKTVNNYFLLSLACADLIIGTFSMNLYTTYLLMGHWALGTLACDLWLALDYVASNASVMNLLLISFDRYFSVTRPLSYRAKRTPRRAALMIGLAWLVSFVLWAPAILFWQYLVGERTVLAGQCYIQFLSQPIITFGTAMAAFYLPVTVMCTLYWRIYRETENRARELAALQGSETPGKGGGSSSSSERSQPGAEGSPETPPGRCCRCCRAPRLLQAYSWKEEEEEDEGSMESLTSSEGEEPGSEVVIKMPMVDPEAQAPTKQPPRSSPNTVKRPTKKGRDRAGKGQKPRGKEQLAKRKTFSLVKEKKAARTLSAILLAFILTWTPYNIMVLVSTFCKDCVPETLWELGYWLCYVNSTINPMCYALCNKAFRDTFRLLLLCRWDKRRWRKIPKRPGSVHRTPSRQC
CRFR2-BP antag – antagonists of CRF-binding protein/CRF-R2 receptor complex. HEK293 CRF-R2/CRF-BP, CRF-induced calcium fluorescence. inhibition, % at 11.8 µM. 350,000 tested, 0.59% active;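 active means inhibition of the ligand-induced calcium signal above about 50% at the single tested concentration, limit read from the data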
CRFBP-R2 agonist – agonists of human CRF-binding protein/CRF-R2 receptor complex | HEK293 CRF-R2/CRF-BP, calcium dye fluorescence (FLIPR); percent of saturating CRF peptide response | activation, % at 13.2 µM | 350,000 tested, 0.46% active;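 active means activation of at least 50%, plus an integration ratio under a set limit after plate pattern correction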;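 further: plate controls were neutral control wells without compound for no effect and CRF at EC100 for full effect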
M5 ag – agonists of human muscarinic M5 receptor (CHRM5). activation, % at 3 µM. 360,000 tested, 0.19% active. P08912. CHO-K1 hM5 cells, Fluo-8 calcium fluorescence; 0% DMSO wells, 100% maximal acetylcholine response;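 active means activation above the run's mean over test compounds plus 3 SD, cut at about 23% in these data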;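 further: signal is peak over basal fluorescence ratio across the kinetic read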
CHRM5 antagonist – antagonists of human muscarinic M5 receptor (CHRM5); P08912; CHO-hM5 cells, Fluo-8 calcium fluorescence, ACh EC80; inhibition, % at 3 µM; 360,000 tested, 0.59% active; AID 624040;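 active means inhibition above a per-plate cutoff, the mean of that plate's test compounds plus 3 SD, cut at about 27% in these data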;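 further: 0% = acetylcholine EC80 with DMSO and 100% = DMSO without agonist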
M4 antag – antagonists of human muscarinic M4 receptor (CHRM4). CHO-hM4 cells, ACh EC80, Fluo-8 calcium fluorescence. P08173. inhibition, % at 3 µM. 360,000 tested, 0.73% active;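 active means inhibition above its plate's cutoff, the mean inhibition of sample wells plus 3 SD, cut at about 27% in these data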;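 further: 0% = acetylcholine EC80 with DMSO and 100% = DMSO without agonist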
Target sequence (P08173 whole entry, looked up): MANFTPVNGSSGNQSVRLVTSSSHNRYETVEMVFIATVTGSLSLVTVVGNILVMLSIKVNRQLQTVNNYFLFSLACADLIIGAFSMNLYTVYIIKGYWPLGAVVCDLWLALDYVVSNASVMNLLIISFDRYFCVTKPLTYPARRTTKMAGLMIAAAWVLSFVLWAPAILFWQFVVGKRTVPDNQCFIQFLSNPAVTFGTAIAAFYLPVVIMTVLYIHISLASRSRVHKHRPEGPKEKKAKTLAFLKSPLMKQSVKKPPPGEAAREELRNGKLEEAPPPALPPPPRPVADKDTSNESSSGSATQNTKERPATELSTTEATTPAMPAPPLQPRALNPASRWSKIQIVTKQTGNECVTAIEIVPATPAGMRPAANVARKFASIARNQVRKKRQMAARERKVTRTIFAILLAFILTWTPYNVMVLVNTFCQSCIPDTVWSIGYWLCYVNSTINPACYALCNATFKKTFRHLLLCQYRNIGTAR
CHRM4 PAM – CHRM4 positive allosteric modulation; P08173; CHO-K1 hM4/Gqi5, Fluo-8 calcium fluorescence, ACh EC20; 0% = ACh EC20, 100% = maximal ACh; activation, % at 3 µM; 360,000 tested, 0.4% active; AID 624126;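 active means activation above its plate's cutoff, the mean activation of sample wells plus 3 SD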; further: some results filed as inactive read as strong as hits
M4 ag – agonists of human muscarinic M4 receptor (CHRM4); activation, % at 3 µM; AID 624127; 360,000 tested, 0.14% active; CHO-K1 hM4/Gqi5, Fluo-8 calcium fluorescence; vehicle 0%, full acetylcholine response 100%;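 active means activation above the run mean over all test wells plus 3 SD, cut at about 32% in these data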;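 further: peak over basal fluorescence ratio per well then scaled between controls; 0% = DMSO wells and 100% = acetylcholine at EC100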
* = called active by the depositor; nt = not tested or not shown.

CRFBP-R2 agonist	CRFR2-BP antag	CHRM4 PAM	CHRM5 PAM	M1 PAM	CHRM5 antagonist	M5 ag	M4 ag	M4 antag	SMILES
2.0	2	-8	4	0	-1	1	0	7	CC(=O)NCc1ccc(S(=O)(=O)N2CCN(S(=O)(=O)c3ccc4ccccc4c3)CC2)cc1
-2.0	48	-1	7	0	0	-1	5	3	COCCN1C(=O)c2ccccc2C(C(=O)N2CCN(c3ccccn3)CC2)C1c1ccc(F)cc1 (stereo not given)
0.1	-5	6	9	-1	-3	0	2	7	Cc1cc(C)nc(N2CCCC(C(=O)Nc3ccc4nc(C)c(C)nc4c3)C2)n1 (stereo not given)
-4.0	4	-7	-1	-1	-2	4	16	3	CC(C)(C)N1C(=O)c2ccc(C(=O)Nc3ccc(O)cc3)cc2C1=O
-0.9	-7	2	0	5	20	1	0	-3	Cc1cc(C)n2[nH]c(=O)cc2n1
0.2	-10	-1	10	13	-1	0	1	-8	CN(C)c1nc2c(c(=O)[nH]c(=O)n2C)n1CCOc1ccccc1
-0.9	1	-2	-4	9	2	1	2	-5	CCN(CC)S(=O)(=O)c1ccc(-c2nnc(SCC(=O)Nc3ccc4c(c3)OCO4)o2)cc1
-0.1	4	-4	-5	0	-5	-2	6	4	Cc1noc(C)c1S(=O)(=O)N1CCC(C(=O)N2CCN(c3ccccc3Cl)CC2)CC1
-0.1	41	-5	-3	-6	17	-1	5	-5	COc1cc(C(C(=O)NC2CCCCC2)N(C(=O)c2snc(C(N)=O)c2N)c2ccc(C)cc2)ccc1O (stereo not given)
-2.6	-1	7	7	6	1	-5	1	-3	NC(=O)c1c(NC(=O)CN2CCCC2)sc2c1CCCC2
-0.7	-1	1	-2	9	3	5	1	3	CN(C)CCCNc1nc(-c2ccccc2)nc2ccccc12
-1.1	-12	5	1	5	5	-1	1	1	Nc1c(C(=O)NCc2ccccc2)c2nc3ccccc3nc2n1-c1ccc2c(c1)OCO2
-1.3	8	9	0	8	-3	3	2	-13	O=c1cc(N2CCc3ccccc3C2)[nH]c(=O)n1-c1ccccc1Cl
-3.0	2	8	3	21	6	24*	1	6	Cc1ccc2c(c1)C(=O)C(=O)N2CCOc1ccccc1
-2.2	2	2	1	5	-3	1	0	-11	CC(=O)C[C@H](O)CC(=O)[C@H]1OC(=O)[C@@H](C)C/C=C\Cc2ccccc21
-0.5	17	0	-3	0	14	4	5	-3	O=S(=O)(NC1=NCCC1)c1cccc(NC(=S)Nc2ccc(OC(F)F)cc2)c1
0.7	5	5	1	2	-4	1	1	5	N#CCCN(CCC#N)C(=O)c1ccc(Cl)cc1
43	-35	-7	-6	8	7	10	3	3	CCOC(=O)NC(=O)/C(C#N)=C/c1ccc(N(C)C)cc1
-3.1	9	5	-3	5	6	1	2	4	CCOC(=O)c1cnc(N)nc1C(F)(F)F
-0.4	8	-2	-5	-1	1	1	6	-8	O=C(CSc1ccc(-c2ccccn2)nn1)Nc1ccc(F)c(F)c1
0.3	1	-6	-4	-9	-5	6	12	1	COc1ccc(S(=O)(=O)CCC(=O)N2CCN(c3ccc(C(C)=O)cc3)CC2)cc1
-0.3	13	-7	-12	-12	9	-1	13	-15	C=CC[C@@H](CC(=O)N(CCO)Cc1ccccc1)C(=O)N[C@H](COC(=O)[C@@H](CC=C)CC(=O)OC(C)(C)C)Cc1ccccc1
nt	nt	2	-1	-1	3	-1	-1	-16	CC(C)OC(=O)c1ccc2ccc(-c3ccccc3)nc2c1
-3.8	6	-4	-5	3	-5	-5	3	-4	Cc1cc(/C=N\NC(=O)COc2cccc3cccnc23)c(C)n1-c1ccc(Br)cc1
0.2	-7	6	-4	3	-2	0	1	-16	CCOCCc1nnc(NC(=O)C2CCN(C(=O)c3ccco3)CC2)s1
2.8	-16	-5	-1	-2	1	-1	-1	-3	CCCCCCC(C)OC(=O)Nc1cccc2ccccc12 (stereo not given)
1.1	-8	-1	-6	6	4	-1	0	5	O=C(CNc1n[nH]c(=O)[nH]c1=O)N/N=C/c1cccnc1
-5.9	2	1	-1	3	1	2	1	-10	COc1ccc(CNC(=O)C2CCCN(c3nccc(C)n3)C2)cc1 (stereo not given)
-1.0	-12	-1	9	1	1	-1	0	0	CCCc1ccc(OCC(O)CN2CCc3ccccc3C2)cc1 (stereo not given)
-2.5	-1	0	0	5	0	-2	0	2	S=C(N/N=C1\C2CN3CCN(C2)CC1(c1ccccc1)C3)Nc1ccccc1
6.2	-10	-8	-8	-7	4	3	12	8	C[C@H](CO)N1C[C@H](C)[C@@H](CN(C)C(=O)NC2CCCCC2)Oc2c(NC(=O)Nc3ccc4c(c3)OCO4)cccc2C1=O
-0.7	5	23*	0	16	16	-2	1	-6	Cc1csc(C(=O)O)c1-c1c(C)csc1C(=O)O
5.8	-3	3	3	6	-3	-2	0	-14	Cc1nc2ccccn2c1/C(O)=C1\C(=O)C(=O)N(CCN2CCOCC2)C1c1cccnc1 (stereo not given)
1.9	24	1	1	-8	3	-4	0	10	Cc1ccc(-n2ncc(N(C)C)c(Cl)c2=O)cc1
-0.2	2	8	-8	-4	-12	-10	-2	-14	Cc1cc(Nc2ccccc2)c2c([N+](=O)[O-])cc(C)c(C)c2n1
-0.2	2	-2	1	14	12	-3	0	2	COc1ccc(NS(=O)(=O)N2CCCCC2)cc1
-0.5	-8	16	1	-2	5	0	1	2	COc1cccc(NC(=O)Nc2ccc3c(c2)nnn3C)c1
0.6	-2	0	3	13	-3	-3	1	-1	Cc1cc(=O)oc2cc(OC(C)C(=O)NCCCN3CCCC3=O)c(Cl)cc12 (stereo not given)
0.7	-3	4	-8	-12	8	0	2	0	CC1(C)OC(=O)C(=CNCC(O)c2ccccc2)C(=O)O1 (stereo not given)
2.1	1	-4	1	2	4	-4	0	4	Cc1ccc(C(=O)Nc2cccc(NC(=O)CN3CCCCC3)c2)cc1
2.5	-17	1	5	3	15	2	2	4	Nn1cnnc1SC1CCCCC1NS(=O)(=O)c1ccccc1 (stereo not given)
2.1	2	0	1	-4	-6	0	0	-1	CCn1ncc(CNC(=O)C2(C)CC2(Cl)Cl)c1C (stereo not given)
-2.1	-9	-4	1	0	-1	1	0	8	COc1ccccc1C(=Cc1ccc([N+](=O)[O-])cc1)C(=O)O
-1.2	1	-3	3	3	-9	0	1	-3	Cc1cc(C)c(-c2csc(NC(=O)c3n[nH]c(=O)c4ccccc34)n2)c(C)c1
-1.7	14	-6	-6	-9	3	-10	2	-1	Cc1onc(-c2ccccc2Cl)c1C(=O)N1CCC(Cc2ccccc2)CC1
0.7	6	-4	-1	8	9	-1	0	11	CCOC(=O)N1CCC(NC(=O)C2CCN(S(=O)(=O)N3CCC(C)CC3)CC2)CC1
-0.8	39	6	3	-2	2	1	3	5	O=C(CNS(=O)(=O)c1ccccc1)Nc1ccc2c(c1)OCO2
5.7	-28	2	-6	3	-3	-5	-1	-17	CNC(=S)N=Nc1c(O)[nH]c2ccc(C(C)C)cc12
-1.1	17	3	-6	9	2	0	0	9	COc1ccc(CCNC(=O)COC(=O)C2COc3ccccc3O2)cc1 (stereo not given)
-4.6	0	11	2	-5	2	-7	0	-10	COc1ccc(C(=O)C[n+]2ccccc2C)cc1
0.1	10	1	3	5	-1	-4	1	-14	CCOc1ccc(N2CC(C(=O)Nc3ccccn3)CC2=O)cc1 (stereo not given)
0.3	4	-5	0	2	3	2	1	13	O=C(Cc1ccccc1)Nc1ccc(CN2CCOCC2)cc1
-1.2	-11	6	4	4	-3	6	1	-6	S=c1nc(C2CC2)n(-c2ccccc2)[nH]1
-1.1	22	-9	-19	-1	4	2	5	5	Cc1ccccc1NC(=S)NC(NC(=O)COc1ccccc1)C(Cl)(Cl)Cl (stereo not given)
-0.2	-6	0	-7	-11	8	0	4	-12	COc1ccccc1CC(=O)Nc1ccc(-c2noc(COc3cccc(C)c3C)n2)cc1
-1.4	-2	0	-1	1	-1	2	3	0	O=C(Nc1cc(Cl)cc(Cl)c1)C1CCC(=O)N1Cc1ccccc1Cl (stereo not given)
-1.1	18	4	1	3	-6	3	2	0	Cc1ccccc1OCC(=O)NCCC(=O)O
0.3	-13	1	7	0	7	-1	2	1	CC(=O)N1CCN(c2ccc(NCc3ccc(-c4ccc(Br)cc4)o3)cc2)CC1
8.8	0	7	4	2	1	2	1	-6	Cc1ccccc1N1CCN(C2=NC(=O)/C(=C/c3cn[nH]c3-c3ccccc3)S2)CC1
-0.9	-28	0	-1	2	-1	0	1	-4	COC(=O)c1oc2ccc(Br)cc2c1NC(C)=O

One compound at a time, from the list above.
COc1ccccc1C(=Cc1ccc([N+](=O)[O-])cc1)C(=O)O is listed with CRFBP-R2 agonist: -2.1; CRFR2-BP antag: -9; CHRM4 PAM: -4; CHRM5 PAM: 1; M1 PAM: 0; CHRM5 antagonist: -1; M5 ag: 1; M4 ag: 0; M4 antag: 8
Cc1ccccc1N1CCN(C2=NC(=O)/C(=C/c3cn[nH]c3-c3ccccc3)S2)CC1 is listed with CRFBP-R2 agonist: 8.8; CRFR2-BP antag: 0; CHRM4 PAM: 7; CHRM5 PAM: 4; M1 PAM: 2; CHRM5 antagonist: 1; M5 ag: 2; M4 ag: 1; M4 antag: -6

New compounds follow
CRFBP-R2 agonist	CRFR2-BP antag	CHRM4 PAM	CHRM5 PAM	M1 PAM	CHRM5 antagonist	M5 ag	M4 ag	M4 antag	SMILES
-0.2	4	0	-10	3	17	-7	7	-2	Cc1ccc(NC(=O)CN(C)C(=O)C(Sc2ccccc2)c2ccccc2)cc1 (stereo not given)
1.1	7	5	1	6	3	-1	3	7	C=CCn1cccc(C(=O)Nc2ccc(C)cc2)c1=O
-9.3	-1	1	-1	9	-4	-9	1	0	O=S(=O)(NCc1ccccc1)c1ccc2ccccc2c1
0.2	9	1	-6	3	-3	6	1	3	COc1ccc(CCNC(=O)COC(=O)c2cncc(Br)c2)cc1OC
0.9	11	-2	0	10	0	-1	1	0	C/C(=N\NC(=O)Cn1nnc2ccccc21)c1ccco1
1.2	-3	2	-2	1	7	0	0	8	CCC1CCCCN1C(=O)COC(=O)c1cccs1 (stereo not given)
-1.2	7	-4	-3	-3	-2	-2	1	-3	O=C(COC(=O)/C=C/c1ccc2c(c1)OCO2)NC1CC1
-0.5	-18	-5	-5	-9	3	1	10	-3	CC(C(=O)Nc1cc([N+](=O)[O-])ccc1Cl)N1CCN(c2ccccc2O)CC1 (stereo not given)
0.9	4	-3	4	12	0	1	0	2	CCOc1ccc(-n2nnnc2SCC(=O)N2CCOCC2)cc1
-1.9	-12	-12	1	8	13	-3	5	9	O=C(Nc1ccc(F)cc1)c1ccc(S(=O)(=O)N2CCCC2)cc1
-1.8	-3	6	1	1	16	-6	6	-15	C=CCc1ccccc1OCC(O)CN1C(=O)c2ccccc2C1=O (stereo not given)
-2.9	27	5	4	6	-6	3	1	5	O=C(c1ccc(S(=O)(=O)N2CCCCC2)cc1)c1nnc(-c2ccc(Cl)cc2)o1
-3.2	-1	-6	3	5	-6	0	2	-4	Cc1ccnc(NC(=O)c2cccc(S(=O)(=O)NCc3ccccc3)c2)c1
9.9	-101	-6	-7	0	12	20	28	3	CCC1(c2ccccc2)NC(=O)N(CC(=O)Nc2ccccc2N2CCCCC2)C1=O (stereo not given)

Source: PubChem BioAssay (several laboratories)
